bIAP inh – bovine intestinal alkaline phosphatase inhibitors, primary screen, selectivity assay for TNAP inhibitor project, biochemical, bovine IAP, CDP-star luminescence | alkaline phosphatase, intestinal [Bos taurus] | purified bovine IAP, 30 min | inhibition, % at 20 µM | 190,000 tested, under 10 active | AID 1019, 2008;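 active means over 50% inhibition of intestinal alkaline phosphatase at 20 µM in the single-dose screen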
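Assay system: bovine IAP enzyme; medium: DEA buffer 100 mM, pH 9.8, with MgCl2 1.0 mM, ZnCl2 0.02 mM; doses: 20 µM single dose; incubation: enzyme reaction for 30 min at room temperature; detection: CDP-star luminescence signal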
PPARg SRC3 recr – PPARgamma agonists recruiting SRC-3 coactivator, primary screen, biochemical; Peroxisome proliferator-activated receptor gamma (Homo sapiens), P37231; biochemical PPARgamma/SRC-3 coactivator recruitment assay; activation, % at 8 µM; 200,000 compounds, 0.26% hits; AID 731, 2007; in the data active means activation above about 23%;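 further: 0% = DMSO and 100% = reference agonist; some compounds past the cut are filed as inactive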
PPARg SRC1 recr – PPARgamma agonists recruiting SRC-1 coactivator, primary screen, biochemical | PPARgamma-SRC-1 coactivator recruitment biochemical assay | 200,000 compounds, 0.41% hits | activation, % at 8 µM; in the data active means activation above about 19%;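 further: 0% = DMSO and 100% = reference agonist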
bIAP act – bovine intestinal alkaline phosphatase activators, primary screen, biochemical, bovine IAP, CDP-star luminescence; 200,000 compounds, 0.17% hits; purified bovine IAP, 30 min; hits give high values; fold of DMSO-control signal, blank-subtracted; alkaline phosphatase, intestinal [Bos taurus]; activation factor at 20 µM; AID 1016, 2008;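 active means activation factor of 2 or more at 20 µM, a signal rise over negative controls twice the positive control's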
L major viab – Leishmania major promastigote growth inhibition, primary screen. Leishmania major promastigotes, resazurin fluorescence viability. inhibition, % at 10 µM. 200,000 compounds, 9% hits. AID 1063, 2008; in the data active means inhibition above about 50%;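 further: promastigotes grown with compound for 44 hours at 28 °C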
PPARg SRC-2 ag – agonists of PPARg-SRC-2 recruitment, primary screen, biochemical, HTS | Peroxisome proliferator-activated receptor gamma (Homo sapiens), P37231 | PPARgamma LBD-SRC-2 recruitment | activation, % at 8 µM | 200,000 compounds, 0.34% hits | AID 1032, 2008; in the data active means activation above about 22%;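 further: 0% = vehicle and 100% = reference agonist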
TR-FRET SRC-2 ct – TR-FRET signal artefacts, primary screen, artefact control for PPARgamma SRC-2 agonist project, biochemical; TR-FRET artefact counter-screen; hits give high values; TR-FRET ratio at 8 µM; 200,000 compounds, 0.4% hits; in the data active means TR-FRET ratio above about 2000; further: inactives centre near 1500
ROMK primary – ROMK potassium channel modulators, primary screen, cell-based, thallium flux, MLSMR library | ATP-sensitive inward rectifier potassium channel 1 (Homo sapiens), P48048 | Tet-inducible ROMK, thallium flux fluorescence; actives lie on both sides | B-score at 10 µM | 130,000 compounds, 2% hits;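 active means signal ratio slope over the read window, or its plate-corrected B-score, at least 3 SD from the plate mean, either direction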;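 further: B-score of the F/F0 ratio slope over 7 to 12 s after thallium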
TLR4 MyD88 comp – inhibitors of TLR4-MyD88 association in cells, primary screen, cell-based, HeLa CL3-4, BLA complementation, FRET ratio; HeLa CL3-4 TLR4/MyD88 BLA complementation; inhibition, % at 8.4 µM; 200,000 compounds, 0.18% hits; in the data active means inhibition above about 25%;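 further: 0% = vehicle and 100% = reference inhibitor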
Redox H2O2 prof – compounds producing H2O2 with reducing agent – biochemical, NIH compound library profiling, artefact control for MLSCN library redox annotation, primary screen | DTT-dependent redox cycling H2O2, phenol red/HRP absorbance; 100% = 100 µM peroxide control, 0% = buffer | activation, % at 10 µM | 200,000 compounds, 0.03% hits | AID 878, 2007;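 active means activation of at least 50% relative to the plate's high and low controls in the primary single-dose screen; inactive means activation below 50%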;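 further: compound incubated with DTT at 0.8 mM final as the reducing agent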
S1P3 antag – S1P3 receptor antagonists, primary screen, cell-based. 170,000 compounds, 0.27% hits. CHO S1P3 NFAT-BLA reporter, FRET fluorescence, antagonist mode. Sphingosine 1-phosphate receptor 3 (Homo sapiens), Q99500. AID 485, 2006. inhibition, % at 4.98 µM;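 active means inhibition above the plate cutoff, the mean inhibition of test wells on that plate plus 3 SD, cut at about 28% in these data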;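 further: cells challenged with S1P at its EC80 of 0.8 µM; blue over green emission ratio from cleaved BLA substrate after 4 h stimulation; 0% = S1P-stimulated wells and 100% = unstimulated DMSO-only wells; some compounds past the cut are filed as inactive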
* hit, by the source's call; x = not tested or not shown; & = joins results of further samples.

SMILES	bIAP inh	PPARg SRC3 recr	PPARg SRC1 recr	bIAP act	L major viab	PPARg SRC-2 ag	TR-FRET SRC-2 ct	ROMK primary	TLR4 MyD88 comp	Redox H2O2 prof	S1P3 antag
O=C(O)c1ccccc1C(=O)c1ccc(Oc2ccccc2)cc1	-1	1	2	1	-4	13	1494	-0.3	-8	0.0	-2
Cc1ccc(Cn2c(NS(=O)(=O)c3ccccc3)nc3ccccc32)cc1	-5	3	3	1.1	11	10	1504	x	5	-1.4	x
c1ccc(C(c2ccccc2)N2CCN(c3ccc4ccccc4n3)CC2)cc1	18	-4	-2	0.8	7	5	1502	0.46	-16	0.3	x
COC(=O)C1=C(C)N(CC(C)C)C(=O)/C1=C\c1cccs1	18	5	2	0.8	7	6	1627	-0.076	-3	-0.1	x
CC(=O)Nc1nc(C2COc3ccccc3O2)cs1 (stereo not drawn)	20	10	6	0.8	-8	5	1610	x	-7	-4.3	x
N#Cc1ncc(-c2ccc3c(c2)OCCOCCOCCOCCO3)nc1C#N	26	2	9	0.7	22	1	1595	-0.63	-17	-0.5	7
S=c1[nH]cc(-c2ccccc2)n1-c1ccccc1Cl	-22	4	1	1.2	37	0	1620	x	2	0.0	-8
Cc1nonc1C(=O)N/N=C/c1ccc(O)c(O)c1	2	-6	9	1	-2	6	1487	x	-4	0.0	-4
COc1cccc(CN(C)CC(=O)Nc2cccc(S(N)(=O)=O)c2)c1OC	10	-4	-8	0.9	88*	-2	1354	1.2	-1	5.3	-6
COc1ccc(S(=O)(=O)Cc2ccc(C(=O)N3CCc4ccccc4C3)o2)cc1	-11	-3	-4	1.1	1	-3	1626	x	8	0.3	13
Cc1[nH]c2ccccc2c1SCC(=O)NC1CCCCC1	4	2	2	1	-4	3	1589	-1.8	4	-0.4	-2
Cc1cccc(-n2ncc3c(N4CCCc5ccccc54)ncnc32)c1	0	6	5	1	4	-3	1479	1	-3	0.1	x
CCOc1cc(/C=N/NC(=O)CSc2nnc(C)s2)ccc1OCc1ccccc1Cl	4	-2	3	1	10	-8	1487	x	-8	2.3	-19
COc1ccc(Cc2nnc(NC(=O)Cc3cccs3)s2)cc1OC	-12	-2	3	1.1	-2	0	1457	x	13	-2.4	-2
COC(=O)c1ccccc1NC(=O)CSc1nnc(CNS(=O)(=O)c2ccc(C)cc2)n1C	3	-2	7	1	-4	-7	1309	x	-1	1.6	-9
CCSc1nnc(NC(=O)c2ccccc2C)s1	7	-2	-4	0.9	-6	1	1739	-0.0067	13	-0.6	-10
COc1cc2nc3c4ccccc4n(CC#N)c3nc2cc1OC	33	-5	4	0.7	-2	-3	1655	-0.37	5	1.9	6
O=C(Cc1ccc([N+](=O)[O-])cc1)N1CCc2ccccc2C1	3	7	12	1	-3	5	1611	-0.43	-8	-0.1	17
O=C(CCSCc1ccc(Cl)cc1)NCc1ccco1	24	1	-10	0.8	-10	1	1524	-0.49	4	-0.2	1
Cc1ccc(NS(=O)(=O)c2cc(C(=O)N(C)C)ccc2C)cc1C	4	4	2	1	-1	4	1531	-0.34	-19	-0.4	-12
CCOC(=O)C1(C)NC(c2cccs2)C2C(=O)N(c3ccc(OC)cc3)C(=O)C21 (stereo not drawn)	4	0	-1	1	-3	0	1492	0.16	-1	0.0	-15
COc1cc(NC(=O)CSc2nccc(C)n2)c(C(=O)O)cc1OC	-5	5	-2	1	-3	0	1320	0.6	3	0.2	-32
Cc1cccc(NC(=S)NNC(=O)c2ccc(Br)o2)c1	-27	-3	-1	1.3	-5	3	1449	-0.91	-10	-4.5	x
O=C(CSc1nnc2ccccn12)NCCc1ccc(F)cc1	-2	3	4	1	-1	-1	1502	0.53	-7	-1.9	-13
Cc1ccc(C(=O)COC(=O)c2ccc3c(c2)C(=O)N(c2cccc4ncccc24)C3=O)cc1	0	3	2	1	76*	9	1646	-0.73	-5	0.0	3
Cc1ccc(SCc2nc(-c3cccnc3)no2)cc1	2	-1	3	1	14	4	1430	x	1	2.4	24
COc1ccc(CNC(=O)c2onc(C)c2Cl)cc1	14	1	8	0.9	-8	-2	1716	x	-2	-0.2	8
CCOC(=O)C1=C(C)NC(=O)NC1c1ccccc1OCc1c(F)cccc1Cl (stereo not drawn)	0	-5	1	1	11	0	1468	-0.36	9	0.0	x
CCCOc1ccc2oc(=O)c3c(c2c1)CCCN3C(=O)CN1CCN(c2ncccn2)CC1	-2	-15	-4	1	3	3	1562	x	5	1.0	17
O=C(CCN1C(=O)c2ccccc2C1=O)NCc1ccco1	8	-9	1	0.9	-3	-4	1208	0.22	17	0.3	x
CCC(C)C(NC(=O)C(C)NC(=O)CNC(=O)OC(C)(C)C)C(N)=O (stereo not drawn)	0	7	10	1	-2	4	1649	0.48	0	-1.2	12
Cc1ccc(-n2c(SCC(=O)N3Cc4ccccc4CC3C(=O)O)nnc2-c2cccnc2)c(C)c1 (stereo not drawn)	12	5	0	0.9	-8	0	1650	x	-13	0.1	6
S=C1NCCc2ccccc2C1c1ccccc1Cl (stereo not drawn)	6	-7	7	0.9	-5	6	1432	-0.12	-7	0.5	x
CCn1c(SCC(=O)NC(=O)Nc2ccc3c(c2)OCCO3)nnc1-c1cccs1	11	13	-2	0.9	0	7	1544	x	-11	-0.3	-18
CC(=O)c1ccc2c3c(cccc13)C(=O)N(CCc1ccccc1)C2=O	3	2	4	1	-2	0	1535	-0.64	-1	-1.0	3
COc1cccc(OC)c1C(=O)N1CC(C)OC(C)C1 (stereo not drawn)	-9	3	-5	1.1	-5	-4	1328	x	9	-0.1	0
O=C1/C(=C/c2ccccc2)Nc2ccccc21	32	-5	4	0.7	2	9	1532	x	12	1.1	x
Cc1ccc(N(CC(=O)NC2CCCCC2)C(=O)c2ccc(C)s2)cc1	0	-13	-2	1	9	-4	1513	x	10	-3.8	x
Cc1cc(C)nc(NC(=NCc2ccc3c(c2)OCO3)NC(=O)Nc2ccccc2)n1	1	-1	-1	1	6	4	1435	1.9	3	-3.2	20
Cc1cc(NC(=O)CN2CCC(C)CC2)no1	-28	3	-5	1.3	-6	0	1552	0	3	-0.2	-13
Cc1cc(C)c(C(=O)/C=C/c2ccc(C(C)C)cc2)c(=O)[nH]1	0	3	6	1	84*	15	1662	-0.68	-7	-7.5	x
CN(C)S(=O)(=O)c1ccc(C(=O)NCCSc2ccc(Br)cc2)cc1	-14	6	6	1.1	-2	5	1486	0.75	-5	-0.6	-19
O=S1(=O)C=CC(N2CCOCC2)C1 (stereo not drawn)	3	-7	-3	1	3	-2	1486	-0.53	-10	0.0	x
O=C1c2cccnc2Oc2ccc(Cl)cc2N1Cc1ccc(F)cc1	3	2	0	1	-1	12	1617	x	0	-0.4	-15
Cc1ccccc1C(=O)NNC(=O)c1ccc(Br)cc1	6	3	7	0.9	-2	10	1634	x	-1	-0.8	8
COc1cccc2c1OC1(C)CC2NC(=O)N1c1cccc(C(=O)N2CCN(c3ccccn3)CC2)c1 (stereo not drawn)	5	9	5	0.9	-4	5	1620	0.55	-5	-0.3	x
COC(=O)c1cccc(-n2nnnc2SCC(=O)Nc2cc(C)on2)c1	10	-12	-2	0.9	-5	-6	1417	x	-3	2.3	0
CC(=O)NCCCCCCNC(C)=O	13&12	-1&-3	9&2	0.9&0.9	-6	-2&-2	1536&1472	x	3	0.1	-14&2
CC(=Nc1ccc(C)cc1)c1sc2ccccc2c1O	2	4	3	1	-3	-4	1614	x	0	2.2	x
CCOC(=O)C1=C(N)n2c(s/c(=C/c3ccco3)c2=O)=C(C(=O)OC)C1c1ccco1 (stereo not drawn)	29	1	0	0.7	13	0	1324	2	-10	3.0	81*

Seven entries out of the list, sorted by SMILES length, smallest number first:
SMILES	bIAP inh	PPARg SRC3 recr	PPARg SRC1 recr	bIAP act	L major viab	PPARg SRC-2 ag	TR-FRET SRC-2 ct	ROMK primary	TLR4 MyD88 comp	Redox H2O2 prof	S1P3 antag
CC(=Nc1ccc(C)cc1)c1sc2ccccc2c1O	2	4	3	1	-3	-4	1614	x	0	2.2	x
O=C1c2cccnc2Oc2ccc(Cl)cc2N1Cc1ccc(F)cc1	3	2	0	1	-1	12	1617	x	0	-0.4	-15
COC(=O)c1cccc(-n2nnnc2SCC(=O)Nc2cc(C)on2)c1	10	-12	-2	0.9	-5	-6	1417	x	-3	2.3	0
CN(C)S(=O)(=O)c1ccc(C(=O)NCCSc2ccc(Br)cc2)cc1	-14	6	6	1.1	-2	5	1486	0.75	-5	-0.6	-19
Cc1cc(C)c(C(=O)/C=C/c2ccc(C(C)C)cc2)c(=O)[nH]1	0	3	6	1	84*	15	1662	-0.68	-7	-7.5	x
CCOC(=O)C1=C(N)n2c(s/c(=C/c3ccco3)c2=O)=C(C(=O)OC)C1c1ccco1 (stereo not drawn)	29	1	0	0.7	13	0	1324	2	-10	3.0	81*
COc1cccc2c1OC1(C)CC2NC(=O)N1c1cccc(C(=O)N2CCN(c3ccccn3)CC2)c1 (stereo not drawn)	5	9	5	0.9	-4	5	1620	0.55	-5	-0.3	x

Screening data as filed in PubChem.
